High-throughput results as filed in PubChem.
proCasp3 act – procaspase-3 (human) activation; 0.11% of 330,000 active; AID 463141; P42574; recombinant procaspase-3 D3A, Ac-DEVD-pNA absorbance 405 nm; activation, % at 8.5 µM;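 active = activation above the mean of all tested compounds plus 3 SD, cut at about 21% in these data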;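 also: 0% = DMSO alone and 100% = DMSO wells spiked with extra 5 µM PC-3 D3A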
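Assay system – Procaspase-3 D3A mutant · Benchmarks – DMSO low control, extra-enzyme high control · Technique – 405 nm absorbance of p-nitroaniline, reads at 0 and 120 min · Doses – 8.5 µM nominal · Measure – % activation between DMSO and enzyme-spiked controls · Also added – Ac-DEVD-pNA chromogenic peptide substrate · Schedule – 1 h compound preincubation, 2 h substrate hydrolysis at 25 °C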
AHR activator – human AHR activation; P35869; activation, % at 5 µM; AHR-responsive luciferase reporter cells, luminescence; 2.5% of 320,000 active; AID 2796; in the data active = activation above about 47%;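 also: 0% = vehicle wells and 100% = reference agonist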
Target sequence (P35869 whole entry, looked up): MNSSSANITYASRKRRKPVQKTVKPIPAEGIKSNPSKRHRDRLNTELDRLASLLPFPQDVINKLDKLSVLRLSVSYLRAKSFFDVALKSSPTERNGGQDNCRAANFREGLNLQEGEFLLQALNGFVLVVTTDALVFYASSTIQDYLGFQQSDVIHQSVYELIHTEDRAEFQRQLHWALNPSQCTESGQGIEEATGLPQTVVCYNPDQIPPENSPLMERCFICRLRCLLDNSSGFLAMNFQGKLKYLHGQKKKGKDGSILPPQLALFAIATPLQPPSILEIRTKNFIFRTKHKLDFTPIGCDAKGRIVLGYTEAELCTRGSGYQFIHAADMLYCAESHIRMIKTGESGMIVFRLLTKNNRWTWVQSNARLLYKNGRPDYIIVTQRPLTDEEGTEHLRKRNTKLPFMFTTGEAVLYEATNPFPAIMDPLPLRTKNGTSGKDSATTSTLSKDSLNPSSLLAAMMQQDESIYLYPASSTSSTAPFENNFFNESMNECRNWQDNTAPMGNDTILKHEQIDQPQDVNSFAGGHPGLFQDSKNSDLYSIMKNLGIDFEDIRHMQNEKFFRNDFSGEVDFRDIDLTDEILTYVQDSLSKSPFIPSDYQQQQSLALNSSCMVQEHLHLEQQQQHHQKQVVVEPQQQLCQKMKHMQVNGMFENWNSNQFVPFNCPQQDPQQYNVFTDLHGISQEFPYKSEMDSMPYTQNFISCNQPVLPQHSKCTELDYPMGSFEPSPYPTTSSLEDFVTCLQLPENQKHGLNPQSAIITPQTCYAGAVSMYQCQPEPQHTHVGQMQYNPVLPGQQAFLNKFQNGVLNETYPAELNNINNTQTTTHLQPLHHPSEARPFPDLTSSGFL
Yeast superoxide – yeast age-related superoxide inhibition as caloric restriction mimetic. AID 2690. 0.18% of 330,000 active. S. cerevisiae aged cells, superoxide DHE fluorescence; active compounds read low. superoxide response (% of plate mean), % at 10 µM;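 active = superoxide response under a set limit, about three screen SD below normal, cut at about 65% in these data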;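 also: yeast aged for seven days with compound at 30 °C before DHE staining; 100% = average MFI of all compound-treated wells on the plate with controls excluded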
GASC-1 inh – inhibitors of human GASC-1 (JMJD2C) demethylase. GST-JMJD2C(1-420) H3K9me3 demethylation, DELFIA europium. AID 2099. inhibition, % at 2.35 µM. Q9H3R0. 0.069% of 330,000 active;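 active = more than half of a compound's replicate wells show inhibition beyond 50%, single wells judged on their own value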;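 also: signal counts dimethyl H3K9 product captured on neutravidin plate; 0% = median of DMSO wells and 100% = 0.3 times that DMSO median; strong numbers were not always called active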
procasp7 counter – counter-screen for procaspase-3 activators: activators of human procaspase-7; P55210; recombinant procaspase-7, Ac-DEVD-pNA absorbance 405 nm; D23A/D198A/D206A triple mutant, cannot self-cleave; scale: DMSO 0, 5 µM enzyme 100; activation, % at 8.5 µM; 0.093% of 330,000 active; AID 463210;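 active = percent activation above the screen-wide mean plus 3 SD, cut at about 25% in these data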
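signal = Epi-absorbance of released pNA at 405 nm, two timepoints | assay system = Uncleavable procaspase-7 mutant enzyme | reagent = Ac-DEVD-pNA substrate, 400 µM as added | times = 1 h enzyme–compound preincubation and 2 h substrate reaction, both 25 °C | benchmarks = low DMSO alone, high DMSO plus 5 µM PC-7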
MEP2 TOR yeast – alters MEP2-GFP fluorescence in TOR pathway yeast screen; S. cerevisiae MEP2-GFP strain, flow cytometry GFP, 3 h; 100% = DMSO control level; GFP response vs DMSO, % at 10 µM; 0.51% of 330,000 active; AID 2016;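 active = GFP response versus DMSO above a set limit, roughly screen mean plus 3 SD, cut at about 180% in these data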;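 also: median GFP fluorescence of the barcode-gated MEP2-GFP cells per well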
LAP4-GFP MLPCN – yeast TOR pathway LAP4-GFP modulation; S. cerevisiae LAP4-GFP multiplex, flow cytometry GFP, 3 h; median GFP as percent of DMSO wells; AID 2023; GFP response vs DMSO, % at 10 µM; 0.34% of 320,000 active;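 active = GFP response vs DMSO above a set limit, about the screen mean plus 3 SD, cut at about 150% in these data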
RPL19A-GFP yeast – modulators of TOR pathway RPL19A-GFP in S. cerevisiae. 0.3% of 330,000 active. S. cerevisiae RPL19A-GFP strain, flow cytometry, 3 h; active compounds read low. percent response vs DMSO, % at 10 µM;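 active = percent response vs DMSO below 50%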;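 also: median channel GFP fluorescence of the barcoded RPL19A-GFP strain; ratio of sample median GFP to plate DMSO average so 100% = DMSO; lower means less RPL19A-GFP as with rapamycin TOR inhibition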
An asterisk follows results filed as active; . = no result given. Rows are unselected. About 3.8% of those tested had a hit in this group.

compound	proCasp3 act	AHR activator	Yeast superoxide	GASC-1 inh	procasp7 counter	MEP2 TOR yeast	LAP4-GFP MLPCN	RPL19A-GFP yeast
Cc1ccc(Nc2cccc(C(F)(F)F)c2)nn1	-1.9	12.6	105.2	7.2	2.1	91.5	104.1	94.5
Cc1c(C(=O)N2CCN(C(=O)c3ccco3)CC2)oc2c(Cl)cccc12	10.0	-4.0	99.5	-13.4	12.7	100.0	107.6	100.9
O=C(c1ccco1)N1CCN(C(=O)C2CCN(S(=O)(=O)c3cccs3)CC2)CC1	-1.1	-0.3	96.7	0.6	-5.0	95.7	96.6	94.2
Cc1cc(C(=O)COc2ncnc3sccc23)c(C)n1C1CC1	3.8	1.5	103.4	0.0	0.2	97.5	100.1	99.8
CCN(CC)c1ccc2c(C)cc(=O)oc2c1	-0.5	-0.4	97.5	6.2	5.0	95.9	122.0	98.1
CCOC(=O)c1cc(-c2ccccc2)sc1NC(=S)Nc1cccc(C)n1	4.7	12.8	99.3	5.5	2.0	100.9	94.7	96.8
COc1ccc(OC)c(S(=O)(=O)N2CCCCCC2)c1	3.1	10.6	92.6	-2.4	-15.8	102.7	95.7	97.7
O=C(Nc1cccc2ncccc12)c1ccc(Br)c([N+](=O)[O-])c1	1.7	4.5	114.9	-8.6	5.7	115.2	100.5	106.3
O=C(NCCCN1CCCC1=O)c1cccc(S(=O)(=O)NCc2ccccc2)c1	4.0	1.4	98.0	2.2	11.0	100.0	104.4	95.8
COc1ccc(OC)c(C2C(C(C)=O)=C(O)C(=O)N2Cc2cccnc2)c1 (stereo not drawn)	6.4	0.3	101.7	0.2	-3.8	97.1	92.9	101.4
CCn1c(C)cc(/C=C2\NC(=O)N(CC(=O)Nc3ccc(F)cc3)C2=O)c1C	0.9	23.6	91.5	-14.7	-4.2	95.8	114.9	101.1
COC(=O)c1ccc(C(NC(=O)OCc2ccccc2)/C(F)=C/[C@@H](C)C(=O)O)cc1 (stereo partly drawn)	-6.4	-0.1	100.8	-21.5	6.3	88.8	105.5	103.0
COc1ccc(-c2nc(CSCC(=O)NC3CCCc4ccccc43)c(C)o2)cc1 (stereo not drawn)	-8.4	5.7	87.0	7.8	-10.3	89.5	93.6	92.2
COc1ccc(NC(=O)CSc2nnc(-c3ccncc3)o2)c([N+](=O)[O-])c1	12.2	2.7	104.6	-13.9	3.4	100.4	72.0	108.8
COc1ccc(C(=O)c2c(C(F)(F)F)oc3c2C(=O)c2ccccc2C3=O)cc1OC	4.5	-16.4	133.4	4.1	-2.2	100.3	105.7	105.9
Cc1ccc(CCN2C(=O)CCC2(C)C(=O)NC2CCCC2)cc1 (stereo not drawn)	3.9	-0.5	108.6	.	1.3	90.5	86.3	100.9
O=C(Nc1cccc(Cl)c1N1CCOCC1)c1cccnc1Cl	-0.5	6.2	98.7	-5.8	7.3	106.5	99.9	93.3
Fc1ccc(OCCCn2ccnc2)cc1	.	.	106.3	-3.1	.	104.3	97.4	103.6
COc1ccc(CCNC(=O)C/C(C)=N/NC(=O)C2CCCCC2)cc1OC	-2.9	3.4	111.0	-16.7	-2.4	103.4	104.2	104.4
Cc1cc(-c2ccccc2)c2c(n1)sc1c(O)cc(=O)[nH]c12	4.9	2.9	104.5	-10.1	-5.5	109.9	113.1	107.2
CCOC(=O)Cn1c(-c2cccnc2Cl)nc2cc(C)c(C)cc21	8.7	-1.5	110.8	7.5	-4.1	99.9	96.9	99.5
CCN(CC)S(=O)(=O)c1cccc(C(=O)Nc2ccccc2C(=O)N2CCOCC2)c1	1.6	2.6	105.2	-3.3	-11.7	103.0	102.3	97.6
CCOC(=O)c1cnc2c(OC)cccc2c1N1CCN(c2ccc(OC)cc2)CC1	-2.5	3.6	105.7	-16.5	0.0	106.5	101.4	98.9
Cc1cc(C)nc(NC(=S)Nc2cccc(F)c2)c1	-4.7	48.5*	97.1	9.1	-5.0	91.2	109.5	93.9

Record cards, from the list above. Values in the order: proCasp3 act	AHR activator	Yeast superoxide	GASC-1 inh	procasp7 counter	MEP2 TOR yeast	LAP4-GFP MLPCN	RPL19A-GFP yeast
CCOC(=O)Cn1c(-c2cccnc2Cl)nc2cc(C)c(C)cc21 reads 8.7	-1.5	110.8	7.5	-4.1	99.9	96.9	99.5
Fc1ccc(OCCCn2ccnc2)cc1 reads .	.	106.3	-3.1	.	104.3	97.4	103.6

Three entries already listed, arranged by the number in RPL19A-GFP yeast, descending.
SMILES	RPL19A-GFP yeast
COc1ccc(CCNC(=O)C/C(C)=N/NC(=O)C2CCCCC2)cc1OC	104.4
Cc1c(C(=O)N2CCN(C(=O)c3ccco3)CC2)oc2c(Cl)cccc12	100.9
CCN(CC)S(=O)(=O)c1cccc(C(=O)Nc2ccccc2C(=O)N2CCOCC2)c1	97.6

More entries follow:
compound	proCasp3 act	AHR activator	Yeast superoxide	GASC-1 inh	procasp7 counter	MEP2 TOR yeast	LAP4-GFP MLPCN	RPL19A-GFP yeast
CC(C)c1ccc(NC2CCCN(C(=O)c3cccc(N4CCNC4=O)c3)C2)cc1 (stereo not drawn)	-1.4	2.9	78.0	-10.7	7.0	115.2	97.2	95.7
COC(=O)C1=C(N)Oc2cc(C)n(CC3CCCO3)c(=O)c2C1c1ccc(Cl)c(Cl)c1 (stereo not drawn)	7.2	2.0	110.9	-3.7	-2.1	96.5	100.8	97.2
COc1ccc(Cc2nnnn2CC(=O)O)cc1	3.6	2.4	74.3	6.4	-1.0	94.6	87.9	91.4
CCOC(=O)N1CCC(NC(=O)c2ccc(CS(=O)(=O)c3ccccc3C)o2)CC1	2.6	-3.2	95.1	-0.2	-7.8	99.9	95.0	98.0
O=C(CCC(=O)c1ccccc1)Nc1ccccc1OC(F)F	8.0	2.3	93.2	-16.7	0.6	113.8	111.0	109.2
Cc1cc(C(=O)CN2C(=O)CN(C)C2=O)c(C)n1-c1cccc(S(=O)(=O)N2CCOCC2)c1	1.7	1.2	68.6	-6.5	4.3	102.8	105.4	104.8
COc1ccc(/C=C(\C#N)C(=O)OCC(=O)NCc2ccc(Cl)cc2)cc1	-7.0	2.1	92.5	0.3	2.8	94.7	90.4	98.6
COC(=O)c1[nH]c2cccc(OC)c2c1NC(=O)C(C)N1CCC(C)CC1 (stereo not drawn)	-10.4	9.4	107.7	-31.7	-5.5	102.7	106.3	110.5
CC[C@]12c3[nH]c4ccccc4c3CCN1C(=O)C(CC(=O)NCCC1=CCCCC1)C[C@@H]2C(=O)N1CCN(C(=O)c2ccco2)CC1 (stereo partly drawn)	4.9	1.7	106.0	-8.8	-11.8	90.9	87.2	90.8
Cc1[nH]c(C)c(S(=O)(=O)NCc2ccc(OC(C)C)cc2)c1C(=O)N1CCCC1	0.3	-4.0	88.2	3.8	-4.9	125.6	104.8	100.7
O=C1/C(=C/c2ccc(N3CCOCC3)o2)SC(=Nc2ccccc2)N1CCc1c[nH]c2ccccc12	-19.0	24.3	103.1	-10.0	-30.5	104.3	108.4	100.3
COc1ccc(NC(=O)Cc2csc(NC(=O)Nc3ccccc3OC)n2)c(OC)c1	-0.1	0.4	96.5	6.8	4.2	106.2	106.9	97.0
CCCCNC(=S)N(C)/N=C/c1ccc(OCC(=O)Nc2c(C)cc(C)cc2C)c(OC)c1	2.4	6.5	96.9	3.9	-4.0	96.0	91.3	102.3
CCOC(=O)c1c(NC(=O)C2CCCCC2)sc2c1CCN(C(C)C)C2	-2.9	9.6	88.5	1.1	4.1	100.5	102.0	101.6
Cc1c(C)c(C)c2[nH]c(=S)[nH]c2c1C	-12.9	52.1*	92.0	-5.0	-16.2	100.8	90.5	101.9
Cc1nc2ccccc2nc1N1CCCC1	0.6	0.1	104.1	-12.9	5.3	87.5	112.8	95.5
CNC(=O)CSc1nc2ccccc2c(=O)n1CCc1ccccc1	0.4	35.2	88.5	-19.4	-6.6	111.0	102.0	104.4
CCOC(=O)c1c(-c2cccs2)csc1NC(=O)C(C)(C)C	4.3	-0.5	100.4	0.4	-2.8	94.2	84.6	100.9
CCn1nnnc1SCC(=O)Nc1nc2ccccc2s1	0.5	86.1*	92.5	3.5	-8.1	106.7	100.0	110.0
O=C(C[n+]1cccc(CO)c1)Nc1nc2ccccc2s1	-1.2	4.7	91.5	2.4	10.0	100.2	93.4	100.9
O=S(=O)(c1cc(Br)c(Cl)s1)N1CCCC1	5.9	-2.6	100.9	-1.6	4.0	97.7	124.9	98.0
CCCNC(=O)c1ccc(COc2cccc3ccccc23)o1	1.3	30.7	98.5	2.0	1.7	108.5	85.7	109.8
CCOC(=O)CSc1ncc(-c2cccc(Cl)c2)cn1	-0.5	-1.1	117.0	20.2	-3.5	113.9	108.5	104.2
COc1ccc2cc3cc(C(=O)NCCN4CCN(Cc5ccccc5)CC4)oc3nc2c1	5.1	1.0	107.7	-3.6	-4.8	103.1	94.4	100.6
CC(=O)N1CCN(CC(C)(C)NS(=O)(=O)c2ccc(C)cc2)CC1	-3.7	4.7	102.6	-2.7	5.4	98.0	102.3	95.9
COc1ccc(CNc2oc(COc3ccccc3)nc2C#N)cc1	0.2	34.7	103.6	3.0	10.1	100.2	96.8	95.5
N#C/C(C(=O)NCc1ccccc1)=C1\SC(CCO)C(=O)N1c1ccccc1 (stereo not drawn)	2.2	1.5	96.7	2.6	0.3	94.4	92.7	91.0
O=C(Nc1cccc(S(=O)(=O)N2CCOCC2)c1)c1cc2c(s1)CCC2	-0.1	42.6	106.8	1.1	7.6	79.8	82.2	83.8
CCN(C(=O)c1ccc2c(OC)n(CC)nc2c1)c1ccc(OC)cc1	9.2	22.0	105.3	-24.4	-9.0	96.1	116.0	100.2
C(=N/Nc1nccs1)/c1cccnc1	-7.6	12.5	102.8	31.1	0.8	110.5	108.5	102.2
